# Compound activity as filed in PubChem.
# ATXN viability: reduces viability in counter-screen for ATXN expression inhibitors | S2 cells (HEK-293 line with an ATXN2-luciferase reporter) viability, CellTiter-Fluor protease fluorescence, 24 h | Potency, µM (titrated, usually from 56.7 µM), hits mostly cytotoxic | actives 0.49% (n = 400,000) | AID 651635; note: potency is the fitted concentration of half-maximal effect; nearly all actives have a fitted effect of over 40% in size
# IL2 activator: activates IL-2 in a cell-based reporter assay. IL-2 activation reporter assay, cell-based qHTS; stimulated with anti-CD3/CD4/CD28 beads; in transgenic mouse T cells. activation, % (series mostly up to about 46 µM). actives 0.065% (n = 360,000). AID 652025; in the data active = activation above about 50%; inconclusive = mostly about 30% to 49%; note: 0% is about no effect
#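 Quantitative HTS in unstimulated transgenic mouse T cells, with memory T cells as non-tolerant control and PMA/ionomycin as tolerance-bypass control. Compound pretreatment lasted 60 minutes before 18 h bead stimulation; EGFP/DsRed fluorescence read.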
# Nrf2 ARE act: activators of Nrf2 (ARE) signaling; AREc32 ARE-luciferase reporter (MCF7-derived line), luminescence, 24 h; Potency, µM (doses to about 46.1 µM), for inactives: at the highest dose activation, actives largely listed as activators; AID 624171; actives 0.31% (n = 410,000); note: potency is the fitted concentration of half-maximal effect; % of control where 0% means no effect; nearly all actives have a fitted effect of over 65% in size
#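 Steps: seed AREc32_Fluc cells (1000/well, 5% FBS OPTI-MEM); incubate overnight at 37 deg C; add 23 nL compound; incubate 24 hr; add Steady-Glo; hold 30 min RT; read luminescence.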
# Nrf2 inh: Nrf2 pathway inhibition | Potency, µM (top dose mostly 46 µM), for the others: at the top dose activity change, negative = inhibition, hits mostly inhibitors | actives 2.1% (n = 360,000) | AID 504444 | A549 ARE-Fluc reporter, luciferase luminescence, 18-24 h; note: potency is the fitted concentration of half-maximal effect; % is set by controls: 0 for no effect and ±100 for the full control effect; nearly all actives have a fitted effect of over 60% in size
#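 Two sequential reads on A549 ARE_Fluc cells exposed to compound for 18-24 h: a CellTiter-Fluor fluorescence read for viability, then a luciferase luminescence read for Nrf2/ARE activity.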
# A549 tox: kills or reduces viability of A549 cells in Nrf2 counter-screen. Potency, µM (titrated, usually from 46 µM), for inactives: at the highest dose activity change, negative = cytotoxicity, most hits filed as inhibitors. AID 504648. actives 0.16% (n = 390,000). A549 ARE-Fluc cells, CellTiter-Fluor viability, 18-24 h; note: potency is the fitted concentration of half-maximal effect; % is set by controls: 0 for no effect and ±100 for the full control effect
#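 A549 ARE_Fluc cells in 5% FBS OPTI-MEM were exposed to compounds in concentration-response for 18-24 h at 37 deg C. Viability was read by CellTiter-Fluor fluorescence (Ex 405/Em 525) after 30 min, before the luciferase read.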
# EPAC2 ag: agonists of human EPAC2 (RAPGEF4); Q8WZA2; EPAC2 activation, biochemical qHTS; response scale: 100% = 6.5 mM cAMP response; Potency, µM (highest dose often 154 µM), for inactives: at the top dose activation, most hits filed as activators; actives 0.079% (n = 360,000); AID 720711; note: potency is the fitted concentration of half-maximal effect; nearly all actives have a fitted effect of over 50% in size
# Target sequence (Q8WZA2 whole entry, looked up): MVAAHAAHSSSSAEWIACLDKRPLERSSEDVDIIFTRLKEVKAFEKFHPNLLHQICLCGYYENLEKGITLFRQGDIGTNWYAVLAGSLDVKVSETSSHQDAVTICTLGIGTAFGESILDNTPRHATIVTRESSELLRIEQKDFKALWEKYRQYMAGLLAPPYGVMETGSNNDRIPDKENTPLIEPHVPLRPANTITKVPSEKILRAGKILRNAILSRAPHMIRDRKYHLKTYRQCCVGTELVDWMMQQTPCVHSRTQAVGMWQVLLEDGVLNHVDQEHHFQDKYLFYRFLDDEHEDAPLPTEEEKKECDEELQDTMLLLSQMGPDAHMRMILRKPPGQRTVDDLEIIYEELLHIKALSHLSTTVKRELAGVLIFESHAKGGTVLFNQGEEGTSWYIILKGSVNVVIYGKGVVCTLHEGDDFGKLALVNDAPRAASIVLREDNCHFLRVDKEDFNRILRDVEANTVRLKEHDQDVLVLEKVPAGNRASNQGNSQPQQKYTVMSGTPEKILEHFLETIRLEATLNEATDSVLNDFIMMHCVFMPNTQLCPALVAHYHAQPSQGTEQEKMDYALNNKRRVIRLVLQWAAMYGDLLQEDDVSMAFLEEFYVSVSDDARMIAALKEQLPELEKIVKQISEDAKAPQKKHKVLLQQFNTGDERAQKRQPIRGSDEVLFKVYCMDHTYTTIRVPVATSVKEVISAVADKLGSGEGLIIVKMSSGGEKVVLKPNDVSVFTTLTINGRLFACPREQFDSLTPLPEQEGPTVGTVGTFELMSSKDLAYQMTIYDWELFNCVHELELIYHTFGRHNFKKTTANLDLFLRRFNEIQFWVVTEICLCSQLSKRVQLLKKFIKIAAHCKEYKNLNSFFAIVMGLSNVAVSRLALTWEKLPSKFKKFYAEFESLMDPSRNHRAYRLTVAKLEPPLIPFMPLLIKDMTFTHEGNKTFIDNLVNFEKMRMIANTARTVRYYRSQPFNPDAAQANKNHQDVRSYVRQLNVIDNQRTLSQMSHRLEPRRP
#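 EPAC2 (100 nM) mixed with Rap1B loaded with BODIPY-GDP (250 nM) plus 50 uM unlabeled GDP; compounds pinned in, 5 min RT, then read every 5 min for 30 min (ex 480, em 540 nm). Normalized to cAMP control.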
# TGFb inhibitor: TGF-b pathway inhibition. actives 1.2% (n = 410,000). HepG2 CAGA-GFP TGF-b/SMAD3 reporter, GFP fluorescence, 18 h; TGF-beta stimulated, 500 pg/mL final. AID 588855. Potency, µM (top dose mostly 46.1 µM), inactives show at the top dose activity, negative = inhibition, actives largely listed as inhibitors; note: potency is the fitted concentration of half-maximal effect; % is set by controls: 0 for no effect and ±100 for the full control effect; nearly all actives have a fitted effect of over 65% in size
#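 GFP signal (ex488/em500-530) from TGF-beta-stimulated HEPG2 CAGA-GFP cells, 500 pg/mL final, 18 h at 37 degrees C in DMEM plus 1% FBS, normalized to unstimulated and DMSO-stimulated controls.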
# ATXN2 expr inh: ATXN2 expression inhibition; HEK-293 ATXN2-luciferase reporter, luminescence, 24 h; Potency, µM (titrated, usually from 57 µM), without a hit: top-dose activity change, negative = inhibition, most hits filed as inhibitors; actives 0.72% (n = 360,000); AID 1745845; note: potency is the fitted concentration of half-maximal effect; % is set by controls: 0 for no effect and ±100 for the full control effect; nearly all actives have a fitted effect of over 55% in size
#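 qHTS (up to 57 uM final) was run with 24 h compound exposure of reporter cells at 37 °C. Each well was multiplexed: SteadyGlo luminescence measured ATXN2-luciferase expression after a fluorogenic Gly-Phe-AFC viability readout (25 uM final).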
# HepG2 viability: counter-screen for TGF-b inhibitors: cytotoxicity in HepG2 cells; HepG2 CAGA-GFP viability, ATP luminescence, 18 h; Potency, µM (series often up to 46.1 µM), inactives show at the highest dose activity change, negative = cytotoxicity, usual class: cytotoxic; actives 0.76% (n = 410,000); note: potency is the fitted concentration of half-maximal effect; some results filed as inactive show a strong effect at the top dose
#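 HepG2 CAGA-GFP cells (1000/well, DMEM with 1% FBS) received compound, then TGF-beta at 500 pg/mL final, and were incubated 18 hours at 37 degrees C. Viability was read by CellTiter-Glo luminescence. Media-only wells were set as complete cell-killing and DMSO as no toxicity.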
# * hit, by the source's call; i = inactive; ? = inconclusive; . = not tested or not shown; [ ] = dose if it differs, or a comment. Unless noted, calls come from the whole dose curve; as a rule, active = well fitted curve in the direction sought with a large enough effect; inconclusive = small, poorly fitted or top-dose-only effect, or another doubt; inactive = no such curve, though single readings can be large; an effect the other way counts as inactive or inconclusive.
SMILES	ATXN viability	IL2 activator	Nrf2 ARE act	Nrf2 inh	A549 tox	EPAC2 ag	TGFb inhibitor	ATXN2 expr inh	HepG2 viability
CS(=O)(=O)c1ccccc1COC(=O)Nc1ccc(Cl)cc1	i	-1.2	3.9%	-29.4%	-2.7%	17.6%	0.3%	16.2%	-9.1%
O=C1CCC([N+](=O)[O-])C(c2ccccc2Br)N1 (stereo not given)	?	-2.3	-0.8%	?	-5.4%	2.5%	9.9%	.	4.9%
CCOc1ccc(CCNC(=O)CN2C(=O)NC3(CCCCC3)C2=O)cc1OCC	i	-1.9	-0.2%	-3.5%	-8.3%	2.8%	5.0%	4.3%	5.4%
CCc1ccc(NC(=O)Cn2c(=O)n(CCCC(=O)NCCc3ccc(OC)c(OC)c3)c(=O)c3ccccc32)cc1	i	.	0.0%	1.0%	-3.4%	.	1.1%	11.0%	4.9%
CCCC(=O)c1cc2c(cc1NC(=O)c1cccs1)OCCO2	i	-0.3	2.7%	5.7%	0.8%	-19.7%	-9.2%	-13.8%	0.8%
Cc1ccc(NC(=O)CCNC(=O)c2ccc(Br)cc2)cc1S(=O)(=O)N1CCOCC1	?	-3.9	0.2%	-29.3%	-7.0%	-0.2%	-17.0%	-13.0%	-7.2%
CCc1ccc(-c2nc3c(c(SCc4ccc(F)cc4)n2)Cc2c(CO)cnc(C)c2O3)cc1	i	.	-0.3%	17.6%	0.2%	.	-29.8%	12.4%	-30.4%
COC(=O)c1sc2ccccc2c1NC(=O)c1coc2ccccc2c1=O	i	-0.5	8.5%	-7.4%	-2.7%	2.5%	0.9%	15.3%	2.3%
O=C(/C=C/c1ccccc1)Nc1ccc(S(=O)(=O)N2CCOCC2)cc1	i	0.0	2.5%	-4.6%	10.1%	-0.4%	-33.7%	7.7%	-41.6%
Cn1c(C(=O)NN)cc2cc(OCc3ccccc3)ccc21	i	-0.5	5.0%	12.1%	-0.9%	5.8%	-23.3%	-31.9%	-48.6%
O=S(=O)(c1ccc(Cl)cc1)c1nc(-c2ccco2)oc1N1CCCCC1	?	-3.7	2.9%	-4.4%	-0.9%	15.2%	-0.3%	-8.6%	13.9%
O=C(COC(=O)c1ccc(Br)o1)Nc1ccc2c(c1)OCCO2	i	-3.6	3.2%	-3.1%	9.4%	5.8%	2.2%	2.8%	-5.2%
COc1ccccc1NC(=O)COC(=O)CNC(=O)C1CCCCC1	i	0.2	-0.6%	1.8%	0.6%	4.6%	-2.3%	-3.4%	9.8%
Cc1ccc(S(=O)(=O)N2CCN(CC(=O)NC(C)c3ccccc3)CC2)cc1 (stereo not given)	i	2.2	0.6%	3.0%	0.1%	-0.6%	?	-10.7%	16.5%
CCc1ccccc1NC(=S)N(CCc1ccncc1)C(C)C	i	0.6	-0.3%	8.3%	17.3%	3.7%	0.0%	.	-4.7%
COc1cccc(NC(=O)NNC(=O)CCc2ccc(O)c(O)c2)c1	i	-0.8	-0.3%	-4.0%	2.4%	5.4%	0.0%	-7.8%	-6.1%
CCCCOCCCNC(=O)/C=C/c1ccccc1Cl	i	-1.1	-0.2%	14.1%	2.6%	2.1%	-10.6%	-9.1%	-5.5%
COc1cccc(OC(=O)N2CCOCC2)c1	i	1.8	0.1%	11.1%	1.9%	-2.8%	1.6%	3.7%	-7.2%
COc1ccc(CCC(=O)NC(C)C2CCCO2)cc1 (stereo not given)	i	0.9	0.2%	4.8%	-6.6%	7.5%	5.1%	-11.0%	-1.0%
CCOC(=O)N1CCN(CC(=O)Nc2nccs2)CC1	i	-2.5	-0.4%	.	.	6.3%	-2.6%	.	-1.9%
OC[C@H]1O[C@@H](c2nc(-c3ccc(CN4CCOCC4)cc3)no2)[C@H](O)[C@@H](O)[C@H]1O	i	-0.4	-0.2%[9.22 µM]	.	.	3.3%	19.8%	-2.8%	-2.3%
O=C(O)C1CCC(=O)N1C(=O)OCc1ccccc1 (stereo not given)	i	-2.4	-0.7%	-1.8%	18.5%	5.2%	-3.5%	.	-5.1%
CCOc1ccccc1OCC(=O)Nc1ccc(OC)c(S(=O)(=O)N2CCCCC2)c1	?	-4.0	-0.6%	-20.1%	0.0%	-6.8%	-5.2%	-4.4%	-4.5%
Cc1nc(C(C)NC(=O)c2cc(COc3ccc(F)c(F)c3)on2)cs1 (stereo not given)	i	0.6	-0.6%	7.7%	0.0%	8.2%	5.3%	8.1%	-3.1%
O=C(CN1CCN(S(=O)(=O)c2ccc(Br)cc2)CC1)N/N=C/c1cccs1	i	0.4	-0.6%	-3.5%	-1.6%	-8.8%	-12.1%	-8.7%	2.6%
CN(C)S(=O)(=O)c1cccc(NC(=O)COC(=O)CCSc2ccc(Cl)cc2)c1	i	-4.9	0.1%	2.6%	0.7%	20.1%	7.7%	-9.0%	1.9%
CCN1CCN(CCCNC(=O)c2ccccc2NC(=O)C2=C(C)OCCS2)CC1	i	-3.0	-0.3%	4.0%	1.7%	-0.7%	10.2%	1.6%	4.9%
COc1ccc(-n2nc(C(=O)NCC(=O)N3CCN(Cc4ccccc4)CC3)c3ccccc3c2=O)cc1OC	i	0.2	2.4%	-14.6%	-3.0%	12.1%	6.2%	11.3%	-13.1%
CCc1ccc(-n2c(CCC(=O)O)ccc2-c2cccs2)cc1	i	.	14.1%	6.7%	-0.3%	.	-4.6%	24.0%	-11.6%
COc1ccccc1Cc1nc2ccccc2nc1SCC(=O)NCCc1ccccc1	i	.	0.0%	.	0.1%	.	1.0%	8.1%	-14.6%
COC(=O)C1=C(C)N(Cc2ccc(OC)cc2)C(=O)C1	i	-1.7	0.1%	.	5.6%	4.3%	-15.6%	-0.6%	-6.0%
COc1ccc(Cl)cc1NC(=O)C(C)Sc1n[nH]c(N)n1 (stereo not given)	i	-1.5	0.2%	.	-0.2%	0.0%	-6.7%	2.8%	-2.0%
O=C(CS(=O)(=O)c1ccccc1)Nc1nc(-c2ccccc2)cs1	i	1.8	4.0%	.	0.1%	15.3%	5.3%	14.3%	1.7%
CCOc1ccccc1OCCCCCc1c(C)n[nH]c1C	?	-0.9	-0.8%	?	-6.4%	-9.1%	?	-8.5%	-28.0%
Cc1ccc(NC(=O)CCOc2ccccc2C)cc1F	i	2.3	4.1%	16.2%	5.9%	23.8%	-13.6%	33.3%	-16.2%
CCN(CC)CCCNC(=O)c1c(C)oc2ncn(CC(C)C)c(=O)c12	i	.	0.2%	24.6%	7.8%	.	2.8%	-8.4%	-13.5%
CCn1c(=O)c(C(=O)Nc2ncccc2O)c(O)c2ccccc21	i	0.0	0.0%	5.4%	0.2%	2.9%	4.2%	0.4%	-24.7%
COC(=O)c1c(NC(=O)c2cccs2)sc2c1CCC(C)C2 (stereo not given)	i	1.8	6.7%	?	11.1%	7.2%	-33.5%	73.8%[activator]	-22.6%
COc1ccc(CNC(=O)[C@H](C)NC(=O)C2CCN(C(=O)[C@@H](N)Cc3ccccc3)CC2)cc1	i	0.5	-0.6%	4.6%	?	4.4%	2.3%	-1.9%	4.0%
CCCC(=O)N(Cc1cc2cc(OC)ccc2[nH]c1=O)c1ccc(OC)cc1	i	-2.5	-1.7%	.	.	1.2%	2.4%	.	-3.5%
O=C(NCc1ccccc1)C1C2C=CC3(CN(Cc4cccnc4)C(=O)C13)O2 (stereo not given)	i	-3.2	-0.5%	.	-3.1%	-1.7%	30.3%[activator]	8.5%	-4.1%
Cc1c2cnn(-c3ccccc3)c(=O)c2c(C)n1C(C)C(=O)NCc1cccc(Br)c1 (stereo not given)	.	.	-0.3%	?	-0.7%	.	-5.5%	.	-17.1%
CCCCc1nnc(NC(=O)CSCc2cc(=O)n3c(C)csc3n2)s1	i	-1.0	-0.6%	6.7%	4.8%	-1.6%	1.9%	-2.4%	12.7%
COc1ccc(S(=O)(=O)Nc2nncs2)cc1	i	3.7	0.3%	3.8%	-0.2%	-2.0%	11.3%	6.1%	-18.4%
CCc1c(C(=O)Nc2ccncc2)csc1C	i	-3.0	7.2%	?	-9.6%	1.8%	-14.4%	1.9%	2.5%
CC(=O)Nc1ccc(/C=C/C(=O)c2ccc(-n3nncc3-c3ccccc3)cc2)cc1	.	.	.	?	-18.8%	.	?	.	-21.6%
O=C(Nc1nnc(C2CC2)s1)C1Cc2ccccc2CN1C(=O)c1ccco1 (stereo not given)	?	-1.2	7.4%	4.2%	-5.1%	4.3%	4.1%	7.3%	-5.2%
CCOC(=O)N1CCC(NC(=O)c2ccc(NC(=O)C3CCCO3)cc2)CC1 (stereo not given)	i	-0.7	0.3%	0.2%	15.8%	9.6%	0.4%	5.8%	2.6%
COc1ccc(/C=C(\NC(=O)c2ccc([N+](=O)[O-])cc2)C(=O)N2CCOCC2)cc1	i	0.7	-0.7%	7.7%	-12.4%	1.4%	8.3%	0.3%	4.2%

# Among those listed so far, 2 contain a COOH group.
SMILES	ATXN viability	IL2 activator	Nrf2 ARE act	Nrf2 inh	A549 tox	EPAC2 ag	TGFb inhibitor	ATXN2 expr inh	HepG2 viability
O=C(O)C1CCC(=O)N1C(=O)OCc1ccccc1 (stereo not given)	i	-2.4	-0.7%	-1.8%	18.5%	5.2%	-3.5%	.	-5.1%
CCc1ccc(-n2c(CCC(=O)O)ccc2-c2cccs2)cc1	i	.	14.1%	6.7%	-0.3%	.	-4.6%	24.0%	-11.6%
